SK-BR-3 tox 24h: SK-BR-3 proliferation inhibitors, primary screen, cell-based, human, 24 h | SK-BR-3 viability, CellTiter-Glo ATP luminescence; active compounds read low | viability, % at 10 µM | hit rate 0.47% among 41,000;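 active means viability at or below the median of all test compounds minus 3 SD, in both replicates if run twice, cut at about 45% in these data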;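 further: 100% = median untreated cell wells and 0% = median positive control drug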
* hit, by the source's call.

SMILES	SK-BR-3 tox 24h
CCOC(=O)C1C(=O)NC(N2CCN(Cc3ccccc3)CC2)=NC1c1ccco1 (stereo not drawn)	85.7
O=C(Nc1nc2ccc(S(=O)(=O)N3CCCC3)cc2s1)c1cccs1	88.4
CCOC(=O)CSc1nnc(CNC(=O)c2cc(OCC)c(OCC)c(OCC)c2)n1C	98.4
CN1CCCC(OC(=O)COc2ccc(Br)cc2)C1 (stereo not drawn)	97.8
CCCOC(=O)CSc1nnc(-c2ccccc2Cl)o1	102.2
c1ccc(CCc2nn3c(Cc4ccccc4)nnc3s2)cc1	87.1
COc1ccc(OC)c(C(=O)CSc2nnc(-c3ccc(OC)c(OC)c3)o2)c1	99.5
CC(C)c1ccc(OCC(O)CN2CCN(c3ccccc3)CC2)cc1 (stereo not drawn)	71.1
O=C(Oc1cccnc1)c1ccc(Cl)c(Cl)c1	73.9
COc1ccc(-c2cc(C(F)(F)F)nc(N3CCN(C)CC3)n2)cc1	83.6
CCCCOc1ccc(C2C3CN(C(=O)OCC)CC=C3C(C#N)=C(N)C2(C#N)C#N)cc1OC (stereo not drawn)	80.7
O=C(NCc1cccnc1)c1cccc(S(=O)(=O)N2CCOCC2)c1	105.7

The list goes on; it opens with the 2 that closed the last part.
SMILES	SK-BR-3 tox 24h
CCCCOc1ccc(C2C3CN(C(=O)OCC)CC=C3C(C#N)=C(N)C2(C#N)C#N)cc1OC (stereo not drawn)	80.7
O=C(NCc1cccnc1)c1cccc(S(=O)(=O)N2CCOCC2)c1	105.7
c1ccc(OCc2nc(-c3ccccc3)no2)cc1	88.8
CCN(CC)CCNC(=O)Cn1c(-c2ccccn2)nc2ccccc21	88.2
CCCC(=O)N=C1SC2CS(=O)(=O)CC2N1c1ccc(C(C)=O)cc1 (stereo not drawn)	95.1
COc1cc2[nH]c(=O)n(CCCCCC(=O)N3CCN(c4ccccc4)CC3)c(=O)c2cc1OC	85.2
Cc1cc2n(n1)C(c1ccc(O)cc1)Nc1ccccc1-2 (stereo not drawn)	94.5
CCCCOc1ccc(NC(=O)C2CC=CCC2C(=O)O)cc1 (stereo not drawn)	72.2
CC(C)c1ccc(NC(=O)N2CCC(c3nc4ccccc4o3)CC2)cc1	79.2
COC(=O)[C@@H](NC(=O)Nc1ccc(C(C)=O)cc1)C(C)C	92.8
Cc1ccccc1Cn1c(=O)n(Cc2ccco2)c(=O)c2ccccc21	77.7
O=P(O)(CN1CCCCCC1)CN1CCCCCC1	103.8
O=C1c2ccccc2C(=O)N1C/C=C/CN1C(=O)c2ccccc2C1=O	115.6
COc1ccc(Cl)cc1C(=O)Nn1cnc2ccccc2c1=O	163.6
Cc1ccc2[nH]cc(C(=O)CN3CCN(c4ccccn4)CC3)c2c1	85.0
COc1ccc(C2C(C#N)=C(C)NC3=C2C(=O)c2ccccc23)cc1 (stereo not drawn)	85.2
Cc1cc(C(=O)Nc2ccc3c(c2)OCO3)cs1	103.8
CCOC(=O)/C(C#N)=C1/CCCCCN1C	88.1
CCOC(=O)Oc1ccc2oc(C)c(C(=O)OCCOC)c2c1	86.0
COc1cccc(C(=O)CN2CCC(NC(=O)NC3CCCCC3)CC2)c1	122.6
Cc1nn(-c2nc3ccccc3n2Cc2ccccc2)c2c1C(=O)CC(C)(C)C2	99.0
CCOC(=O)c1sc(=N)n(-c2ccc(OC)cc2)c1C	70.8
Cc1ccc(N(CC(O)CN(C)C)S(=O)(=O)c2ccccc2)cc1 (stereo not drawn)	93.4
Cc1ccccc1NS(=O)(=O)c1cc(C(N)=O)ccc1C	87.0
CCCN1CCN(C(=O)c2cn(CC(C)C)c(=O)c3cc(OC)c(OC)cc23)CC1	51.9
CCn1c(COc2cccc(C)c2)nnc1SCC(=O)N1CCCC1	81.0
CCOC(=O)C1=C(C)NC(SCC(=O)Nc2cc(C)on2)=C(C#N)C1c1cccs1 (stereo not drawn)	78.2
COc1ccc(OC(C)C(=O)NC2CC(C)(C)NC(C)(C)C2)cc1 (stereo not drawn)	88.4
COc1ccc(-n2c(SCC(=O)NCC3CCCO3)nc3n[nH]c(C)c3c2=N)cc1 (stereo not drawn)	98.3
Cc1[nH]nc2c1C(c1ccccc1F)CC(=O)N2 (stereo not drawn)	80.7
CCn1cc(NC(=O)Nc2ccccc2C(=O)OC)c(C(N)=O)n1	99.2
CCCCn1c(=N)n(CC(O)COc2ccc(C)cc2)c2ccccc21 (stereo not drawn)	65.3
Cc1ccc(SC(C)c2nc(-c3cccnc3)no2)cc1 (stereo not drawn)	79.6
CC(C)Cn1cc(C(=O)NCCCN2CCCC2=O)c2c3ccccc3n(C)c2c1=O	80.7
Cn1c(=O)c2c(nc(N3CCCCCC3)n2CC(=O)c2ccccc2)n(C)c1=O	86.8
Cc1ccc(-c2nnn(CC(=O)NC3CC4CCC3C4)n2)cc1 (stereo not drawn)	78.2
COCCn1c(C)cc(C(=O)CSc2nnc3scc(-c4ccc(Cl)cc4)n23)c1C	93.1
COc1ccc(S(=O)(=O)N2CCC(NC(=O)Nc3ccc(C)cc3)CC2)cc1	109.6
O=C(c1cccc(F)c1)N1CCN(C(=O)c2cc(-c3ccc(Cl)cc3Cl)on2)CC1	94.2
COc1cc(C)c(Br)cc1S(=O)(=O)N1CCCC1	91.6
Cc1cc(Br)c(S(=O)(=O)n2nnc3ccccc32)cc1C	86.2
CCCCCc1nnc(NC(=O)C2CCCO2)s1 (stereo not drawn)	91.6
COC(=O)c1cc(C(=O)OC)cc(S(=O)(=O)Nc2ccc(Cl)c(N)c2)c1	90.5
CCOc1ccc(-n2c(Cc3cc(=O)[nH]c(=O)[nH]3)nnc2SCC(N)=O)cc1	92.3
CCOC(=O)Nc1ccc2c(c1)Nc1ccccc1S2	82.5
CCN(CC)C(=O)c1ccc(COc2ccccc2Br)o1	78.5
O=S(=O)(NCC1CCCO1)c1ccc2c(c1)OCCO2 (stereo not drawn)	89.6
CCCc1nc(N)nc2c1C(=O)CC(C)(C)C2	108.9
Brc1cccc(-c2nnc3n2CCCCC3)c1	108.8
CCC(=O)Nc1ccc(-c2nn3c(C)nnc3s2)cc1C	107.1
CC(=O)Nc1cn(C(C)=O)c(C)n1	79.7
CCN(CC)S(=O)(=O)c1ccc(Cl)c(C(=O)Nc2nnc(C)s2)c1	89.3
O=C(CN1CCN(c2ccc(F)cc2)CC1)OCc1ccccc1	88.0
COc1ccc2c(c1)cc(C(=O)O)n2C	118.2
Cn1cccc1-c1cc(C(=O)O)[nH]n1	88.5
Cc1cc(-c2nc3ncccc3o2)ccc1N	73.2
COc1cc(C)nc(N2CCCC(C(=O)Nc3cccc(Cl)c3Cl)C2)n1 (stereo not drawn)	78.5
O=C(Nc1ccccc1)N(CCc1nc2ccccc2[nH]1)C1CCCC1	77.4
CCn1cnc2sc(C(=O)O)c(C)c2c1=O	91.8
COc1ccc2[nH]c(=O)c(CN(C(=O)C3CCCO3)c3ccc(C)cc3)cc2c1 (stereo not drawn)	104.7
CCn1cc(C(=O)NCc2ccccc2OC)c(=O)c2ccc(C)nc21	86.4
COc1ccc(S(=O)(=O)N2CCC(C(=O)N3CCN(c4ccccc4OC)CC3)CC2)cc1	88.3
Continuation.
SMILES	SK-BR-3 tox 24h
CC(SCCc1ccccn1)C(=O)O (stereo not drawn)	100.8
ON1C(c2ccc(Cl)cc2Cl)N(O)[C@H]2CCCC[C@H]21 (stereo partly drawn)	90.6
COc1ccc(F)cc1S(=O)(=O)N1CCN(Cc2ccc3c(c2)OCO3)CC1	92.1
Fc1ccc(-c2nnc3sc(C4COc5ccccc5O4)nn23)cc1 (stereo not drawn)	64.1
O=C(CN(C1CCCCC1)S(=O)(=O)c1ccccc1)N1CCCC1	96.5
CCOc1nc(-c2ccccc2O)nc2ccccc12	59.0
CCCn1c(SCC(=O)NC)nnc1C(C)C	87.6
Cc1cccc(Nc2nc(N)nc(CN3CCN(C)CC3)n2)c1	93.2
N#Cc1c(N)n(CCNC(=O)c2cccs2)c2nc3ccccc3nc12	100.2
CC(C)(C)OC(=O)N[C@@H](Cc1c[nH]c2ccccc12)c1nnc(SCC(N)=O)o1	87.9
CSc1nnc(-c2ccc(O)cc2)n1C	101.3
COC(=O)C1Sc2[nH]c(=O)sc2C2c3ccccc3OC(=O)C12 (stereo not drawn)	128.2
COc1ccccc1-c1nc(S(=O)(=O)c2ccc(Cl)cc2)c(N(C)C)o1	83.2
CSc1ccccc1NC(=O)c1ccc(C)o1	116.5
CC(C)CCSc1nc(N)c(C#N)cc1C#N	100.6
COc1ccccc1C(=O)NCCn1cc(SCC(=O)NCc2ccco2)c2ccccc21	80.7
C=CCn1c(=O)c(C(=O)Nc2ccccc2OC)c(O)c2ccccc21	110.1
COCCCn1cnc2c(c1=O)c1nc3ccccc3nc1n2CCc1ccccc1	83.2
COc1nc(C#N)nc(N(C)C)n1	106.7
Cc1ccc(-n2nc3c(c2NC(=O)c2cccs2)CSC3)cc1	82.8
CC(C)(Oc1cccc2ccccc12)C(=O)O	105.0
CCCCn1c(/N=C/c2cc(OC)ccc2O)nc2ccccc21	84.7
CCOC(=O)c1c(CN2CCCCC2)oc2ccc(O)cc12	89.5
CC(=O)Nc1ccc2c(c1)nc(CCNC(=O)c1ccccc1)n2C	102.5
COc1ccc(C(=O)CSc2nnc(-c3cc(C)cc(C)c3)o2)cc1	78.7
COc1cccc2c(=O)cc(C)n(CC(=O)Nc3ccc(C)c(C)c3)c12	85.7
COc1ccc(CCNC(=O)CSc2nc(O)c(CC(C)C)c(=O)[nH]2)cc1OC	59.0
CCn1cc2c(c1-c1cccc(C)c1)c(=O)n(C)c(=O)n2C	81.7
Cc1ccc(-c2cccc(NC(=O)C3C(C(=O)O)[C@@H]4C=C[C@H]3C4)c2)o1 (stereo partly drawn)	109.7
CCSc1nnc(NC(=O)c2csc3c2CCCC3)s1	88.1
COc1cccc(/C=N/n2c(C)nc3ccccc32)c1OC	85.5
CCOC(=O)NCc1ccc(CNC(=O)OCC)cc1	91.7
CCCCCc1nnc(NC(=O)CS(=O)(=O)Cc2ccccc2)s1	90.8
COc1ccc(S(=O)(=O)N2CCCCC2)cc1Br	96.9
CCOc1cc(CN2CCSCC2)ccc1O	83.0
C=CCOc1ccccc1/C=c1\sc2nc(=O)c(C)nn2c1=O	91.7
COC(=O)C1CCN(C(=O)Cc2ccc(OC)c(OC)c2)CC1	81.9
COC(=O)c1c(=O)n(O)c2ccc(OC)cc2[n+]1[O-]	126.0
CCn1c(CSc2nc3ccccc3[nH]2)n[nH]c1=S	103.8
Cn1c(CSCc2ccc(Cl)c(Cl)c2)nnc1SCC(=O)Nc1nccs1	92.9
CN(C)/C=C(\C#N)c1nc2ccccc2[nH]1	91.4
CCOc1ccc(NS(=O)(=O)c2ccc3[nH]cc(C(=O)N(CC)CC)c(=O)c3c2)cc1	111.8
CCOC(=O)c1[nH]c2ccccc2c1NC(=O)c1ccc(Br)o1	94.5
Cc1ccc(N)c(C(=O)CCCCC(=O)O)c1	87.9
O=C(NCc1ccco1)c1csc(Nc2ccccc2Cl)n1	87.0
COc1ccc(C(=O)Cn2nnc(-c3ccccc3-n3cnnn3)n2)cc1	93.1
Cc1ccc(CSc2nnc(-c3ccc(S(=O)(=O)N4CCCC4)cc3)o2)cc1	74.1
O=C(NCCCN1CCCC1=O)c1ccccc1NS(=O)(=O)c1ccc(F)cc1	94.7
Cc1ccc(OCc2nnc(SCC(=O)Nc3ccc4c(c3)OCO4)n2C)cc1	94.3
O=S(=O)(O)c1nc2ccccc2n1Cc1ccc(Cl)cc1	106.2
COc1ccccc1N1C(=O)N(C(C)=O)C2C1Nc1ccccc1N2C (stereo not drawn)	69.3
Cc1cc(C)n2nc(SCC(=O)c3ccccc3)nc2n1	98.6
COc1ccc(C2c3c(n[nH]c3C)CC(C)(O)C2C(C)=O)cc1OC (stereo not drawn)	95.6
CCOC(=O)N1CCN(C(=O)CN(c2ccc(OCc3ccccc3)cc2)S(C)(=O)=O)CC1	96.2
COC(=O)CCC(=O)CN	89.6
CC(NC(=O)c1cc2ccccc2o1)C(=O)O (stereo not drawn)	87.8
O=C1CCCc2sccc2N1	87.5
O=C(CC12CC3CC(CC(C3)C1)C2)NCCN1CCOCC1	87.1
O=C1CCCC2=C1C1(O)C(=O)c3ccccc3C1(O)O2 (stereo not drawn)	66.5
COc1ccc(-c2noc(CN(C)S(=O)(=O)c3ccccc3)n2)cc1OC	88.1
O=C(O)c1cccc(CSc2nnc(COc3ccccc3)o2)c1	103.6
O=C(Nc1nc2n(n1)C(c1ccc(Cl)cc1)CC(c1ccc(Cl)cc1)N2)c1ccco1 (stereo not drawn)	80.5
COc1ccccc1-c1ccc(=O)n(CC(=O)Nc2ccc(C(=O)N3CCCC3)cc2)n1	79.7

Molecules listed so far that contain an NH in an aromatic ring, in the order listed:
SMILES	SK-BR-3 tox 24h
COc1cc2[nH]c(=O)n(CCCCCC(=O)N3CCN(c4ccccc4)CC3)c(=O)c2cc1OC	85.2
Cc1ccc2[nH]cc(C(=O)CN3CCN(c4ccccn4)CC3)c2c1	85.0
COc1ccc(-n2c(SCC(=O)NCC3CCCO3)nc3n[nH]c(C)c3c2=N)cc1 (stereo not drawn)	98.3
Cc1[nH]nc2c1C(c1ccccc1F)CC(=O)N2 (stereo not drawn)	80.7
CCOc1ccc(-n2c(Cc3cc(=O)[nH]c(=O)[nH]3)nnc2SCC(N)=O)cc1	92.3
Cn1cccc1-c1cc(C(=O)O)[nH]n1	88.5
O=C(Nc1ccccc1)N(CCc1nc2ccccc2[nH]1)C1CCCC1	77.4
COc1ccc2[nH]c(=O)c(CN(C(=O)C3CCCO3)c3ccc(C)cc3)cc2c1 (stereo not drawn)	104.7
CC(C)(C)OC(=O)N[C@@H](Cc1c[nH]c2ccccc12)c1nnc(SCC(N)=O)o1	87.9
COC(=O)C1Sc2[nH]c(=O)sc2C2c3ccccc3OC(=O)C12 (stereo not drawn)	128.2
COc1ccc(CCNC(=O)CSc2nc(O)c(CC(C)C)c(=O)[nH]2)cc1OC	59.0
CCn1c(CSc2nc3ccccc3[nH]2)n[nH]c1=S	103.8
CN(C)/C=C(\C#N)c1nc2ccccc2[nH]1	91.4
CCOc1ccc(NS(=O)(=O)c2ccc3[nH]cc(C(=O)N(CC)CC)c(=O)c3c2)cc1	111.8
CCOC(=O)c1[nH]c2ccccc2c1NC(=O)c1ccc(Br)o1	94.5
COc1ccc(C2c3c(n[nH]c3C)CC(C)(O)C2C(C)=O)cc1OC (stereo not drawn)	95.6

From PubChem BioAssay

A portion of the library; rates above refer to the full screens.
